FBPA Giardia inh: blocks Giardia fructose-bisphosphate aldolase activity; A8B2U2; purified Giardia FBPA; AID 2451; 0.71% of 290,000 active; Potency, µM (doses to about 59.6 µM), for inactives: at the highest dose activity, negative = inhibition, actives largely listed as inhibitors; further: potency means the concentration at half of the fitted maximal effect; nearly all actives have a fitted effect of over 55% in size
Target sequence (A8B2U2 whole entry, looked up): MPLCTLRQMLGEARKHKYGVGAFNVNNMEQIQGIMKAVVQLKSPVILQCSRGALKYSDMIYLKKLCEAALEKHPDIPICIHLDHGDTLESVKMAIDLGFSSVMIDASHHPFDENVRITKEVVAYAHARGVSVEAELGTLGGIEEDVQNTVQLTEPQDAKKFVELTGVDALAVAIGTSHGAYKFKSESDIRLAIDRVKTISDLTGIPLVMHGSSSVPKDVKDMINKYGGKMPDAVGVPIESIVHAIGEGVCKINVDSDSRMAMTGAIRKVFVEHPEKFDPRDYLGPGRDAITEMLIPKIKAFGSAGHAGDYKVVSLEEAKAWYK
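40 nM FBPA preincubated 10 min at RT with compound (up to 57.5 uM final), then substrate plus GAPDH/TPI/NAD/arsenate coupling and diaphorase/resazurin added. Fluorescence read after 20 min at RT, 525/598 nm.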
AmpC detergent: inhibitors of E. coli AmpC beta-lactamase with detergent. AmpC hydrolysis of nitrocefin, absorbance 480 nm, 0.01% Triton. P00811. Potency, µM (series often up to 114 µM), for inactives: at the top dose activity change, negative = inhibition, actives largely listed as inhibitors. 0.041% of 370,000 active;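 further: potency means the concentration at half of the fitted maximal effect; 0% = no-compound wells and -100% = no-enzyme wells; nearly all actives have a fitted effect of over 25% in size; some results filed as inactive show a strong effect at the top dose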
Target sequence (P00811 whole entry, looked up): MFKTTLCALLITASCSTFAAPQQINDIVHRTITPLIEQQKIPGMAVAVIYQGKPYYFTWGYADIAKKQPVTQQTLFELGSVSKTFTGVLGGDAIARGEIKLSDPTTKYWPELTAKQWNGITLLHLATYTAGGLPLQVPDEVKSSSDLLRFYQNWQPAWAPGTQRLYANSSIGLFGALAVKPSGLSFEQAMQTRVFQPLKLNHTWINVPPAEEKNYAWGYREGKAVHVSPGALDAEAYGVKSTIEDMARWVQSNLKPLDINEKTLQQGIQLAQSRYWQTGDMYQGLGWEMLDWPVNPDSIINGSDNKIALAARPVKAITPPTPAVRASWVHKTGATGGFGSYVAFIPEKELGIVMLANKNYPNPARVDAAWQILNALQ
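AmpC (5.3 nM in the dispensed reagent) in 20 mM phosphate pH 7.0 with 0.01% (detergent screen) or 0.0001% Triton X-100 was preincubated with compounds for 15 min at room temperature. Nitrocefin was then added from an 800 uM solution, and hydrolysis was followed at 480 nm.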
HCMV inh: inhibitors of human cytomegalovirus. activity change, negative = inhibition, % at 57.5 µM. AID 1259415. 4.5% of 410,000 active. HFF cells, HCMV-luciferase reporter, 72 h; stronger effect = lower value; in the data active means activity change below about -60%; inconclusive means no clear call, values can overlap the other calls; inactive means above about -39%
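Inhibition of viral replication was scored as loss of reporter luminescence in HFFs infected with HCMV-luciferase (MOI 1 PFU/cell) for 72 h; compounds tested at 2 doses, normalized to buffer and Salinomycin controls.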
AmpC no deterg: inhibitors of E. coli AmpC beta-lactamase without detergent; 0.52% of 330,000 active; Potency, µM (top dose mostly 57.1 µM), for inactives: at the highest dose activity change, negative = inhibition, most hits filed as inhibitors; AmpC nitrocefin hydrolysis, absorbance 480 nm, 0.0001% Triton;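 further: potency means the concentration at half of the fitted maximal effect; plate controls were no compound for no effect and no enzyme for full effect; nearly all actives have a fitted effect of over 20% in size; some results filed as inactive show a strong effect at the top dose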
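AmpC (5.3 nM in the dispensed reagent) in 20 mM phosphate pH 7.0 with 0.01% (detergent screen) or 0.0001% Triton X-100 was preincubated with compounds for 15 min at room temperature. Nitrocefin was then added from an 800 uM solution, and hydrolysis was followed at 480 nm.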
Sm TGR block: blocks Schistosoma mansoni thioredoxin glutathione reductase | Q962Y6 | purified TGR, DTNB reduction, TNB absorbance 405 nm | 3% of 360,000 active | AID 485364 | Potency, µM (highest dose often 114 µM), without a hit: at the highest dose activity change, negative = inhibition, most hits filed as inhibitors; further: potency means the concentration at half of the fitted maximal effect; nearly all actives have a fitted effect of over 60% in size
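Kinetic colorimetric format: TGR-catalysed, NADPH-driven DTNB reduction monitored via TNB absorbance. Enzyme dispensed at 20 nM; compound exposure 15 min at room temperature before reaction start.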
AMA1-RON2 inh: inhibitors of Plasmodium falciparum AMA1-RON2 interaction; AlphaScreen AMA1-biotinylated RON2 peptide binding; Potency, µM (highest dose often 58.2 µM), for the others: top-dose activity change, negative = inhibition, actives largely listed as inhibitors; 0.2% of 360,000 active; AID 720542;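 further: potency means the concentration at half of the fitted maximal effect; 0% = vehicle wells and -100% = peptide control; nearly all actives have a fitted effect of over 45% in size; some results filed as inactive show a strong effect at the top dose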
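AMA1 (3D7) with his tag at 25 nM final met compounds first, then biotinylated RON2 peptide at 25 nM; detection used donor plus acceptor beads, 10 µg/mL apiece, read by AlphaScreen after 30 min at room temperature.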
Starred values were filed as active, the others as inactive; ? = inconclusive; . = not tested or not shown; [ ] = remark or other dose. Unless noted, the call rests on the fitted dose curve; in most records, active means well fitted curve in the direction sought with a large enough effect; inconclusive means small, poorly fitted or top-dose-only effect, or another doubt; inactive means no such curve, though single readings can be large; an effect the other way counts as inactive or inconclusive. Unless noted, on the % scale 0 is the no-effect control and ±100 the full control effect. This is a random part of the collection. About 7.8% of those tested had a hit in this group.

Start of the data: the first five records (preview)
Labels used below – A = FBPA Giardia inh; B = AmpC detergent; C = HCMV inh; D = AmpC no deterg; E = Sm TGR block; F = AMA1-RON2 inh
Cc1cccc(N2CCN(C(=O)c3ccc(CS(=O)(=O)c4ccccc4C)o3)CC2C)c1 (stereo unspecified)
  A = -6% | B = 2% | C = -67* | D = 97%[activator] | E = -30% | F = -11%
O=C(COc1ccccc1)Nc1ccc(S(=O)(=O)N2CCOCC2)cc1
  A = 6% | B = -7% | C = -8 | D = -12% | E = -10% | F = -2%
Cc1cccc(C(=O)NNC(=O)c2ccc(Cl)cc2)c1O
  A = ? | B = ? | C = 90 | D = -23% | E = 2% | F = -6%
CN(C)S(=O)(=O)c1cccc(C(=O)OCC(=O)Nc2sccc2C(N)=O)c1
  A = 0% | B = ? | C = 35 | D = -8% | E = 6% | F = -5%
FC(F)(F)c1ccccc1NC1=NCCCS1
  A = 3% | B = -1% | C = -63* | D = -24% | E = -3% | F = 4%

Main list, from the start:
Labels used below – A = FBPA Giardia inh; B = AmpC detergent; C = HCMV inh; D = AmpC no deterg; E = Sm TGR block; F = AMA1-RON2 inh
Cc1cccc(N2CCN(C(=O)c3ccc(CS(=O)(=O)c4ccccc4C)o3)CC2C)c1 (stereo unspecified)
  A = -6% | B = 2% | C = -67* | D = 97%[activator] | E = -30% | F = -11%
O=C(COc1ccccc1)Nc1ccc(S(=O)(=O)N2CCOCC2)cc1
  A = 6% | B = -7% | C = -8 | D = -12% | E = -10% | F = -2%
Cc1cccc(C(=O)NNC(=O)c2ccc(Cl)cc2)c1O
  A = ? | B = ? | C = 90 | D = -23% | E = 2% | F = -6%
CN(C)S(=O)(=O)c1cccc(C(=O)OCC(=O)Nc2sccc2C(N)=O)c1
  A = 0% | B = ? | C = 35 | D = -8% | E = 6% | F = -5%
FC(F)(F)c1ccccc1NC1=NCCCS1
  A = 3% | B = -1% | C = -63* | D = -24% | E = -3% | F = 4%
CC1Cc2cc(S(=O)(=O)N3CCN(C)CC3)ccc2N1C(=O)C1CC1 (stereo unspecified)
  A = 13% | B = -9% | C = -14 | D = 3% | E = 6% | F = 0%
CCC(CC)C(=O)Nc1cccc(-c2nc3cccnc3s2)c1
  A = . | B = 0% | C = -33 | D = . | E = -5% | F = .
C[C@@]12C(=O)Nc3ccc(Cl)cc3C(=O)N1[C@H]1c3cc(Cl)ccc3OC[C@@H]1[C@@H]2c1ccccc1
  A = . | B = . | C = -22 | D = -9% | E = . | F = -18%
COc1ccccc1NC(=O)Nc1cccc(NC(C)=O)c1
  A = -2% | B = -13% | C = -14 | D = -4% | E = 14% | F = 9%
c1ccc(SCc2nc(-c3ccccn3)no2)cc1
  A = -5% | B = -7% | C = 10 | D = -18% | E = 3% | F = 6%
CSc1nc(N)nc(-c2cccs2)c1C#N
  A = 0% | B = -11% | C = 49 | D = -32% | E = -4% | F = 6%
CN(c1ccccc1)S(=O)(=O)c1cc(C(=O)OCC(N)=O)ccc1Cl
  A = -1% | B = -17% | C = ? | D = -8% | E = -4% | F = 1%
Cc1ccc(C(=O)Nc2ccc(S(=O)(=O)N3CCN(C)CC3)cc2)o1
  A = 1% | B = 1% | C = 31 | D = 0% | E = -7% | F = -7%
COC(=O)c1sc2cccc(F)c2c1S(=O)(=O)Nc1ccc(C)cc1Cl
  A = . | B = 15% | C = 21 | D = . | E = 0% | F = .
Cc1ccc(F)cc1NCC(=O)Nc1ccc(Cl)cc1F
  A = -1% | B = -8% | C = -29 | D = -28% | E = -2% | F = 6%
COc1ccc(N2C(=O)CC(N3CCC(c4nc5ccccc5[nH]4)CC3)C2=O)cc1 (stereo unspecified)
  A = -24% | B = 3% | C = 9 | D = 13% | E = 40µM* | F = 2%
CCCCCc1ccc(C(=O)CCC(=O)OCC(=O)N(CC)c2c(N)n(Cc3ccccc3)c(=O)[nH]c2=O)cc1
  A = . | B = ? | C = -13 | D = 104%[activator] | E = 4% | F = 2%
CCOC(=O)COc1ccc(S(=O)(=O)NCc2ccco2)cc1
  A = -1% | B = -3% | C = -25 | D = -13% | E = 50µM* | F = -5%
CC(NC(=O)OCc1ccccc1)C(=O)NCC(=O)NC(Cc1ccc(OC(C)(C)C)cc1)C(=O)OC(C)(C)C (stereo unspecified)
  A = 8% | B = -2% | C = 11 | D = 254%[activator] | E = 1% | F = 0%
CC(NCC(=O)NC(=O)NC1CCCC1)c1ccc(Cl)cc1Cl (stereo unspecified)
  A = . | B = -15% | C = 5 | D = ? | E = -3% | F = -23%
COC(=O)c1cccc(NC(=O)Cc2ccsc2)c1
  A = 9% | B = 1% | C = 46 | D = -7% | E = -21% | F = 11%
COc1ccc(/C=N\NC(=O)c2ccccc2Br)cc1COc1ccccc1
  A = . | B = 9% | C = ? | D = -16% | E = -16% | F = 0%
O=C(COC(=O)c1ccc2ncsc2c1)Nc1ccc(OC(F)(F)F)cc1
  A = . | B = . | C = 19 | D = -3% | E = . | F = 16%
COc1ccc(-c2noc(-c3ccc(N4CCN(c5ccccc5)CC4)c([N+](=O)[O-])c3)n2)cc1OC
  A = . | B = -8% | C = 14 | D = . | E = -19% | F = .
O=c1c(S(=O)(=O)c2ccc(Cl)cc2)cn(Cc2cccc(F)c2)c2ccc(F)cc12
  A = 1% | B = -1% | C = 3 | D = -34% | E = 5% | F = -6%
COc1ccc(/C=C2/C(=O)NC(=S)N(C3CC3)C2=O)cc1CN1C(=O)c2ccccc2C1=O
  A = ? | B = -5% | C = 2 | D = -35% | E = 11µM* | F = -3%
CN1C(=O)[C@H](Cc2ccc([N+](=O)[O-])cc2)NC1=S
  A = 1% | B = -4% | C = -72* | D = -18% | E = -1% | F = 52%[activator]
CC(O)c1nc2ccccc2n1CCCOc1ccccc1 (stereo unspecified)
  A = -4% | B = 6% | C = 11 | D = 50% | E = 10% | F = 1%
CCC(=O)Nc1sc2c(c1C(N)=O)CCN(Cc1ccccc1)C2
  A = ? | B = -10% | C = -25 | D = -10% | E = -4% | F = -7%
CC1CN(S(=O)(=O)c2ccc(C(=O)N(CCCN(C)C)c3nc4cc5c(cc4s3)OCCO5)cc2)CC(C)O1 (stereo unspecified)
  A = . | B = -20% | C = -11 | D = 170%[activator] | E = -1% | F = -7%

Whole records, looked up by structure. Order of values: FBPA Giardia inh	AmpC detergent	HCMV inh	AmpC no deterg	Sm TGR block	AMA1-RON2 inh
CCCCCc1ccc(C(=O)CCC(=O)OCC(=O)N(CC)c2c(N)n(Cc3ccccc3)c(=O)[nH]c2=O)cc1 is listed with .	?	-13	104%[activator]	4%	2%
COC(=O)c1cccc(NC(=O)Cc2ccsc2)c1 is listed with 9%	1%	46	-7%	-21%	11%

The results go on:
Labels used below – A = FBPA Giardia inh; B = AmpC detergent; C = HCMV inh; D = AmpC no deterg; E = Sm TGR block; F = AMA1-RON2 inh
COc1ccc(S(=O)(=O)N2CCOCC2)cc1NC(=O)c1cc2c(s1)CCCC2
  A = -1% | B = -11% | C = -69* | D = -8% | E = -9% | F = 16%
CCN(CC)C(=O)[C@H]1C[C@H](CC(=O)NCc2ccco2)C(=O)N2CCc3c([nH]c4cc(-c5ccco5)ccc34)[C@]12C
  A = . | B = . | C = 34 | D = 180%[activator] | E = . | F = ?
CCn1c(N)c(C(=O)N2CCOCC2)sc1=S
  A = -3% | B = 0% | C = -3 | D = -17% | E = 2% | F = -4%
Cc1ccc(S(=O)(=O)Nc2ccccc2C(O)c2ccccc2)cc1 (stereo unspecified)
  A = -19% | B = ? | C = -7 | D = -24% | E = 10% | F = -7%
Cc1ccc(C(=O)NC2CCS(=O)(=O)C2)cc1S(=O)(=O)N1CCCC1 (stereo unspecified)
  A = . | B = 7% | C = -10 | D = -14% | E = 5% | F = -4%
C[C@]12CCC(=O)C=C1CC[C@@H]1[C@@H]2[C@@H](O)C[C@]2(C=O)[C@@H](C(=O)CO)CC[C@@H]12
  A = . | B = -18% | C = -16 | D = -15% | E = -6% | F = 17%
Nc1nonc1-n1nnc(C(=O)N/N=C/c2ccc(OCc3ccccc3)cc2)c1COc1ccc(F)cc1
  A = 6% | B = -14% | C = 11 | D = -4% | E = -6% | F = 4%
O=c1c(Cc2c(F)cccc2Cl)c(O)ccn1C1CCCCCC1
  A = -6% | B = 0% | C = -14 | D = -2%[2.29 µM] | E = 0% | F = -1%
O=S(=O)(c1cccs1)N1CCC(CO)(Cc2cccc(F)c2)CC1
  A = -4% | B = 6% | C = 47 | D = -5% | E = 6% | F = 5%
CCOC(=O)c1c(NC(=O)CN2C(=O)NC(C)(c3ccc(OC(F)F)cc3)C2=O)sc(C)c1C (stereo unspecified)
  A = -4% | B = -18% | C = 39 | D = -2% | E = -9% | F = 1%[11.6 µM]
COC(=O)Nc1nn(-c2ccc(OC)cc2)c(=O)c(C#N)c1C
  A = -6% | B = 2% | C = -7 | D = -20% | E = 20% | F = 6%
Cc1ccc(-c2cn3cc([N+](=O)[O-])ccc3n2)cc1
  A = -20% | B = -2% | C = -89* | D = -1% | E = 1% | F = -8%
Cc1ncc(CO)c(/C=N/Nc2ccc(C(F)(F)F)cn2)c1O
  A = -18% | B = 0% | C = -96* | D = 36% | E = 4% | F = -17%
O=c1c2sccc2nc(SCc2cc(=O)n3cc(Cl)ccc3n2)n1-c1ccc(F)cc1
  A = 2% | B = 0% | C = 10 | D = -14% | E = -2% | F = 12%
Cc1nc2ccccc2c2oc(C(=O)NCC3CCCO3)cc12 (stereo unspecified)
  A = 5% | B = -15% | C = -40 | D = 2% | E = -1% | F = 1%
Cc1ccc2[nH]c(=O)c(CN(Cc3cccnc3)C(=O)c3ccncc3)cc2c1
  A = 6% | B = ? | C = 21 | D = -5% | E = -4% | F = -6%
CN(C(=O)Cc1c[nH]c2ccccc12)C(C(=O)Nc1ccc2c(c1)OCO2)c1ccccc1 (stereo unspecified)
  A = -6% | B = -10% | C = 62 | D = -56% | E = 1% | F = ?
Cc1ccccc1NC(=O)CN1C(=O)NC2(CCCCCCC2)C1=O
  A = . | B = 2% | C = -98* | D = -18% | E = -3% | F = -18%
O=C(CNC(=O)c1ccccc1)Oc1ccc([N+](=O)[O-])cc1
  A = -26% | B = -7% | C = -40 | D = -7% | E = 11µM* | F = 11%
O=C(CCc1nc(-c2ccccc2)no1)Nc1cc(C(F)(F)F)ccc1Cl
  A = -10% | B = -12% | C = 41 | D = -18% | E = -2% | F = 7%
CCOC(=O)C1CCCN(C(=O)c2cc(-c3ccc(C)cc3)on2)C1 (stereo unspecified)
  A = 0% | B = -9% | C = 3 | D = 59% | E = -8% | F = 19%
Cc1cc(N/N=C/c2ccccc2)nc(N)n1
  A = -7% | B = -2% | C = 0 | D = -6% | E = -10% | F = 97%[activator]
